# P. falciparum M1AAP: malaria alanyl aminopeptidase activity blockers – biochemical, fluorogenic H-Leu-NHMec substrate, 1536-well (AID 1445); recombinant M1AAP, H-Leu-NHMec fluorogenic kinetic assay; higher % means a stronger effect; inhibition, % at 30 µM, or IC50 in µM where a hit was titrated; 0.42% of 220,000 active;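 active = primary inhibition above the hit cutoff, then over 50% inhibition at one or more dose response concentrations, cut at about 23% in these data, passing the limit was not always enough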;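 also: plate controls were DMSO full reaction for no effect and no enzyme background for full effect; strong numbers were not always called active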
# ER stress rescue: rescue of cells from ER stress-induced death, primary screen, 384-well, CSM14.1, thapsigargin, ATP luminescence (AID 1222); one-dose cellular ATP content (survival), % at 20 µM; EC50 in µM for titrated hits; 190,000 tested, under 10 active; CSM14.1 thapsigargin-induced death rescue, ATP luminescence; higher % means a stronger effect;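 active = EC50 below 50 µM in the dose-response confirmation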;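 also: death triggered by thapsigargin at about 15 µM added after 2 h compound pretreatment; cell ATP read after overnight thapsigargin exposure of roughly 18 to 22 hours; normalized against plate controls of thapsigargin alone and 5% DMSO vehicle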
# Autophagy mod: modulators of autophagy; MEF GFP-LC3 puncta imaging; test concentration mostly 10 µM; calls only at 10 µM (by protocol); 0.98% of 190,000 active; AID 463193;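 active = percentage of spot-positive cells more than 3 SD above its plate mean, without a fluorescence outlier flag or 80% toxicity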;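 also: spot-positive cell cutoff set from DMSO-treated cells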
# MT stabilizer: stabilizes microtubules in HeLa cells | HeLa tubulin immunostaining HCS, 24 h; share of cells brighter than vehicle mean+2SD | % tubulin-high responders, % at 10 µM | 0.83% of 200,000 active | AID 2205;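 active = plate Z-score above 3 for both tubulin-high and condensed-nucleus cell shares, with cell loss under 80%, at 10 µM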;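 also: anti alpha tubulin signal scored within the nucleus-defined area of each cell; some results filed as inactive read as strong as hits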
# P. falciparum M17LAP: P. falciparum M17LAP inhibitors, primary screen, biochemical, fluorogenic H-Leu-NHMec substrate, 1536-well (AID 1619); recombinant M17LAP, H-Leu-NHMec fluorogenic kinetic assay; higher % means a stronger effect; inhibition, % at 30 µM; hits with a dose series show IC50 in µM; 0.38% of 220,000 active;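 active = compound inhibiting the enzyme by more than half at any dose during confirmatory dose-response retesting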;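 also: plate controls were full reaction with DMSO carrier for no effect and no enzyme background for full effect; strong numbers were not always called active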
# K1F lysis inhibition: protection from phage-mediated lysis, alamar blue read-out – E. coli UTI89, K1F phage, bacterial capsule biogenesis inhibitors (AID 488966); E. coli UTI89 K1F phage lysis, alamar blue, 2 h; higher % means a stronger effect; one-dose inhibition, % at 100 µM; IC50 in µM for titrated hits; 0.02% of 340,000 active;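 active = phage lysis inhibition, versus mean bacterial control, above a set limit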;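 also: capsule biogenesis inhibitors block K1F phage lysis so surviving cells raise fluorescence; higher fluorescence means more inhibition of phage lysis; actives were called in the ten point dose series up to 300 µM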
# bCat nuc transl: beta-catenin nuclear translocation modulation; HeLa beta-catenin nuclear translocation, immunofluorescence imaging; nuclear translocation activity, % at 5 µM; 0.3% of 190,000 active; AID 1665;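 active = nuclear translocation activity above 50% at 5 µM, with a well cell count of 50 or more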;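 also: per-cell ratio of nuclear to cytoplasmic median beta-catenin stain intensity; plate controls were DMSO negative control for no effect and GSK-3 inhibitor IX positive control for full effect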
#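 Technique: fluorescence imaging of beta-catenin antibody stain plus DAPI / Material: human HeLa cell line / Incubation: compound treatment 24 h, 37°C, 5% CO2 / Read-out basis: % activation of per-cell nuclear versus cytoplasmic median beta-catenin signal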
# Dynein cargo inh: blocks dynein driven cargo transport along microtubules; z-score, hits read low; 0.47% of 220,000 active; 3617.4 mouse cells, GR-EGFP nuclear translocation imaging; test concentration mostly 20 µM; stimulated with dexamethasone, 1 µM; active compounds read low;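 active = plate z-score of nuclear minus cytoplasmic receptor signal below a set negative limit, without overly bright fluorescence or cell loss, cut at about -3.5 in these data, passing the limit was not always enough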;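 also: z-score of nuclear minus cytoplasmic ring GR-EGFP intensity difference per well; some compounds called inactive have numbers as strong as hits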
#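 Buffer or medium: tetracycline-free induction medium containing charcoal-stripped FBS / Reagent: dexamethasone agonist, 1.0 µM final, for 30 min / Technique: automated 10x imaging of fixed Hoechst-stained cells / Times: induction 48 h, compound 1 h, agonist 30 min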
# Insulin prom up: MIN6 insulin promoter up-regulation. z-score at 5 µM. MIN6 insulin promoter-GFP reporter, high-content imaging; active compounds read high. AID 1625. 0.3% of 190,000 active;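 active = z-score above 3 at 5 µM with at least 500 cells counted in the well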
# Dynein cargo inh cytoplasmic EGFP: recorded beside Dynein cargo inh, whose call it bears; z-score; measured here: cytoplasmic GR-EGFP intensity; active compounds read high
# Dynein cargo inh nuclear GR-EGFP: second read-out of Dynein cargo inh, no call of its own (marks repeat the call); z-score; measured here: nuclear GR-EGFP intensity;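 lower value marks the stronger effect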
# Dynein cargo inh cell count: also measured in Dynein cargo inh; calls as there; z-score; measured here: cell count per field
# Insulin prom up cell count: second read-out of Insulin prom up, no call of its own (marks repeat the call); cell count; measured here: cytotoxicity, nuclei count;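 total cells summed across four imaged fields per well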
# bCat nuc transl cell count 5 µM: recorded beside bCat nuc transl, whose call it bears; cell count; measured here: cell count, cytotoxicity flag
# MT stabilizer Hoechst-high %: recorded beside MT stabilizer, whose call it bears; % Hoechst-high responders; measured here: nuclear condensation Hoechst responders;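 share of cells brighter than vehicle mean plus two SD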
# MT stabilizer cytotoxicity %: second read-out of MT stabilizer, no call of its own (marks repeat the call); toxicity, %; measured here: cytotoxicity by cell density;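 0% = mean cell density of plate MIN control wells and 100% = no cells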
# Autophagy mod cell loss 18 h: second read-out of Autophagy mod, no call of its own (marks repeat the call); toxicity, %; measured here: cell loss, nuclei count;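 cell loss after 18 h compound exposure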
# The depositor's hits bear a star; i = inactive; nt = not tested or not shown; [ ] = remark or other dose. This is a random part of the collection. Share with any hit: about 2.9%.
SMILES,P. falciparum M1AAP,ER stress rescue,Autophagy mod,Autophagy mod cell loss 18 h,MT stabilizer,MT stabilizer Hoechst-high %,MT stabilizer cytotoxicity %,P. falciparum M17LAP,K1F lysis inhibition,bCat nuc transl,bCat nuc transl cell count 5 µM,Dynein cargo inh,Dynein cargo inh cytoplasmic EGFP,Dynein cargo inh nuclear GR-EGFP,Dynein cargo inh cell count,Insulin prom up,Insulin prom up cell count
COc1ccc(CCN2C(=O)CC(NCCc3ccc(S(N)(=O)=O)cc3)C2=O)cc1OC (stereo unspecified),1%,0.3%,i,-4,2.3,1.2,5.0,1%,-0.2%,-12,1127,-0.25,-0.23,-0.34,0.29,nt,nt
COc1cccc(CNc2ncn[nH]2)c1OCc1ccc(F)cc1,8%,2.1%,i,-10,2.6,1.9,7.7,22%,0.2%,0.9,926,-0.48,-0.093,-0.16,0.83,0.66,1600
O=C(N/N=C/c1ccc(OCCCF)cc1)c1ccc(C(F)(F)F)cc1,6%,nt,i,-5,1.6,1.8,3.1,-4%,-0.2%,-4.4,1128,0.23,-0.38,0.028,0.65,-0.39,1237
Cc1cc2cc(C(c3nnnn3Cc3ccccc3)N3CCc4ccccc43)c(=O)[nH]c2cc1C (stereo unspecified),9%,4.6%,i,4,1.1,1.1,5.6,1%,0.2%,-0.6,996,-0.16,0.068,-0.15,0.55,0.02,846
CN(C)c1ccc(C=Nc2ccccc2)cc1,6%,-1.4%,i,2,2.3,1.4,14,5%,0.2%,-2.9,1330,-0.34,-0.12,-0.034,0.26,0.35,1503
Cc1nn(-c2ccc(Cl)cc2Cl)c(C)c1C(=O)O,2%,-1.9%,i,-3,2.8,3.3,7.4,-3%,2.2%,-3.9,990,0.17,-0.34,0.36,0.24,0.8,1526
COC(=O)c1ccc(C(=O)Nc2ccc3nc(-c4cccnc4)[nH]c3c2)cc1,6%,-1.8%,i,-9,3.5,2.2,3.8,2%,-0.1%,-1.2,1014,4.1,-0.099,2.6,-1.9,1.6,1777
COc1ccc(NC(=S)NCCSc2ccc(C)cc2)c(OC)c1,nt,nt,i,-29,2.3,2.1,11,nt,5.5%,nt,nt,0.89,-0.19,1.1,-0.19,nt,nt
C=CCOc1ccc(CNc2ccc3[nH]c(=O)[nH]c3c2)cc1,13%,-0.5%,i,9,1.2,2.0,1.0,-1%,0.1%,-0.4,1510,0.54,-0.12,0.29,-1.7,0.73,1543
CCN1CCCC1CN(Cc1cc2ccc(C)cc2[nH]c1=O)C(=S)Nc1cccc(OC)c1 (stereo unspecified),3%,-0.7%,i,-13,0.8,2.1,17,3%,3.8%,-1.4,1082,-0.083,-0.2,-0.035,-0.1,-0.06,1348
CCOc1ccc(C(c2c(C)[nH][nH]c2=O)c2c(C)[nH][nH]c2=O)cc1OCC,2%,-3.0%,i,18,2.3,1.4,6.1,13%,3.3%,-1.3,1054,1.4,-0.075,1.4,-2.4,-0.38,1467
COc1ccc(/C=C/C(=O)O)cc1S(=O)(=O)N1CCCCC1,-3%,0.0%,i,-19,nt,nt,nt,14%,-0.2%,-1.8,999,0.19,-0.29,0.4,0.71,0.1,1493
O=C(c1ccccn1)C1CCCN(Cc2cn[nH]c2-c2cc3ccccc3o2)C1 (stereo unspecified),-3%,-1.5%,i,10,4.1,2.9,1.8,-2%,0.3%,-0.8,990,-0.28,-0.26,0.012,0.26,1.1,1389
Cc1cc(N=Cc2c(O)n(-c3cccc(Cl)c3)c(=O)c3ccccc23)no1,-2%,-0.8%,i,24,2.4,2.0,11,-28%,3.1%,-4.9,530,0.84,-0.096,1.4,-1.5,-0.48,1296
CC(C)c1ccc(C(O)c2cnc(C(C)C)n2C)cc1 (stereo unspecified),5%,-1.2%,nt,nt,3.4,1.9,5.2,10%,-0.2%,-1.0,1128,-0.66,-0.23,-0.16,0.027,nt,nt
CC(=O)Nc1cc(S(=O)(=O)C(F)(F)F)ccc1Cl,4%,6.0%,i,5,4.8,1.1,64,2%,3.1%,-2.6,1208,2.4,-0.22,1.7,-1.3,0.54,1168
O=c1cnnc(SCc2ccc([N+](=O)[O-])cc2)[nH]1,0%,-0.2%,i,23,1.5,1.4,4.2,5%,0.0%,0.6,1143,-0.31,-0.3,-0.18,0.83,nt,nt
Cc1ccc(C(=O)Nc2ccn(Cc3ccc(F)cc3)n2)o1,6%,-1.5%,i,9,6.2,2.6,5.0,2%,0.0%,0.5,1179,-0.066,-0.15,-0.16,-0.34,-0.26,1503
CCOC(=O)c1ccccc1N=N/C(C(C)=O)=C(/C)O,-1%,-1.3%,i,-12,3.8,2.0,8.8,3%,1.2%,-4.2,605,0.82,-0.29,0.95,-0.14,0.11,1160
Cc1ccc(NC(=O)CC(O)(C(F)(F)F)C(F)(F)F)c(Br)c1,-3%,-2.0%,i,3,2.8,2.1,9.0,12%,0.0%,0.2,955,-1.4,-0.24,-0.67,-0.089,2.3,1265
C/C(=N/NC(=O)CN1CCN(S(=O)(=O)c2ccc(Br)cc2)CC1)c1ccncc1,1%,nt,nt,nt,nt,nt,nt,0%,0.3%,-0.5,1316,-0.77,-0.19,-0.47,0.68,nt,nt
CCCCSc1nnc(-c2ccc(NC(C)=O)cc2)n1C,-2%,-1.3%,i,8,3.9,3.0,7.8,6%,0.9%,-0.8,1154,0.18,-0.11,0.087,-0.78,0.09,1470
COC(=O)CSc1nnc(CNC(=O)c2ccc(S(=O)(=O)N3CCOCC3)cc2)n1C,-1%,1.9%,i,12,1.4,1.2,1.6,4%,0.5%,-0.9,1134,-0.072,-0.25,-0.02,-0.1,nt,nt
c1ccc(OCc2nnc3n2N=C(c2ccccc2)CS3)cc1,3%,-1.2%,i,10,6.9,2.9,6.4,2%,0.0%,-0.2,1114,-0.17,-0.35,0.41,-0.0093,1,1069
Cc1ccc(NC2=NC(=S)N(CC#N)C23CCCCC3)cc1,4%,-1.2%,i,-8,2.0,1.6,5.7,3%,2.5%,nt,nt,0.71,-0.28,0.36,0.54,nt,nt
Cc1cc(C)cc(C(=O)NCC(=O)OCC(=O)NCc2ccco2)c1,-3%,0.0%,i,1,1.6,2.1,2.4,-6%,-0.7%,-2.2,1075,1.4,0.0028,1.4,-2.4,0.27,1165
Cc1onc(-c2c(F)cccc2Cl)c1C(=O)NC(=S)NC1CCS(=O)(=O)C1 (stereo unspecified),-1%,0.4%,i,1,1.9,3.8,1.7,-19%,-0.2%,-2.1,980,-0.99,-0.34,-0.94,1.6,0.08,1393
Cc1cc(C)c2c(c1)NC(=O)C2(O)CC(=O)c1cccs1 (stereo unspecified),-2%,-2.9%,i,41,2.8,1.4,2.7,3%,2.8%,-2.4,1117,-0.3,-0.21,0.27,0.42,-0.67,965
CNC(=S)NNC(=O)c1noc(C)c1C(=O)N1CCN(C(c2ccccc2)c2ccccc2)CC1,-14%,-1.0%,i,24,2.3,2.1,1.2,2%,0.2%,0.8,1123,0.71,-0.24,0.28,-0.37,-0.5,1309
CCCCN1C(=O)C(=O)N(CC(=O)NC2CCCc3ccccc32)C1=O (stereo unspecified),-2%,-1.2%,i,3,3.3,3.2,5.4,-2%,0.7%,-1.9,1024,1.4,-0.23,0.88,-1.5,2.1,1055
CCC(=O)c1ccc(OC(=O)c2ccc(Br)o2)cc1,nt,nt,i,-3,3.8,1.3,6.9,nt,0.1%,nt,nt,-0.54,-0.2,-0.074,0.59,nt,nt
COc1ccc(/C=C/C=N/NC(=O)COc2ccc(OC)cc2)cc1,5%,-1.8%,i,11,2.1,3.2,8.0,13%,-0.2%[50 µM],nt,nt,-0.35,-0.27,-0.38,0.48,-0.59,1249
CCOC(=O)C1=C(N)N(c2ccccc2)C(=O)C1,-4%,0.6%,i,-8,1.7,1.8,7.2,6%,0.3%,-3.3,1222,-0.49,-0.1,-0.095,-0.033,0.42,786
COc1ccccc1NC(NC(=O)c1ccco1)C(=O)c1ccccc1 (stereo unspecified),-3%,0.1%,i,6,4.4,3.4,6.0,5%,8.0%,-0.4,768,-0.55,-0.22,-0.063,0.74,0.57,1022
CCCS(=O)(=O)N1CCCC(C(=O)NC2CCCC(C)C2C)C1 (stereo unspecified),4%,-2.4%,i,-12,3.1,2.6,7.3,4%,0.2%,0.2,1065,-1.1,-0.22,-0.73,1.3,0.25,1952

# Screening data from PubChem BioAssay.
